TAAR1 antag: human TAAR1 antagonists, primary screen, Fluo-8 calcium fluorescence, CHO RD-HGA16 cells | Trace amine-associated receptor 1 (Homo sapiens), Q96RJ0 | antagonist | 1.5% of 360,000 active | inhibition, % at 3 µM;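 active means inhibition above a per-plate cutoff, the mean inhibition of test compounds on that plate plus 3 SD, cut at about 49% in these data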;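 further: 0% = DMSO plus EC80 beta-PEA response and 100% = DMSO alone without agonist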
Target sequence (Q96RJ0 whole entry, looked up): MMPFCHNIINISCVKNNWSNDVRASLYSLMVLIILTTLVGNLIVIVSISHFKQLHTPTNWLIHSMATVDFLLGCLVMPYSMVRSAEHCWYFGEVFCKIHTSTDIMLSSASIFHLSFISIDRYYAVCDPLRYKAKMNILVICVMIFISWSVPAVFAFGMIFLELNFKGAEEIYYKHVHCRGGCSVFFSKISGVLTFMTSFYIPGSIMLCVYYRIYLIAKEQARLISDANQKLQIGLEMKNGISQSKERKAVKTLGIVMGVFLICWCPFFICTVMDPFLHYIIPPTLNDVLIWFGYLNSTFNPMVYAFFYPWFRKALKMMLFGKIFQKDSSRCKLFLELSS
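System: CHO RD-HGA16 cells bearing hTAAR1. Reagent: EC80 β-phenethylamine stimulus. Schedule: seeding 17-24 h prior, 75-min 37 °C, 30-min RT dye loading. Signal: Fluo-8 intracellular calcium dye fluorescence, real-time kinetic reads. Read-out: % inhibition from peak post-agonist over basal fluorescence ratio. Benchmarks: vehicle wells and EC80 agonist wells. Replicates: n of 1.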
CHRM1 PAM: human M1 muscarinic receptor positive allosteric modulators, primary screen, CHO-K1 cells, Fluo-8 calcium fluorescence, 1536-well | activation, % at 3 µM | AID 588819, 2011 | Muscarinic acetylcholine receptor M1 (Homo sapiens), P11229 | 0.088% of 360,000 active | CHO-K1 hM1, ACh EC20; 0% = ACh EC20, 100% = maximal ACh; in the data active means activation above about 19%, passing the limit was not always enough
OXTR agonist: human OXTR agonists, primary screen, fluorescence, CHO-OTR cells, Fluo-8 calcium. Oxytocin receptor (Homo sapiens), P30559. Fluo-8 calcium fluorescence; normalized: DMSO 0%, oxytocin 100%. activation, % at 3 µM. 0.32% of 320,000 active;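 active means activation above the mean of all tested compounds plus 3 SD, cutoff set per screening run, cut at about 20% in these data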;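 further: peak over basal fluorescence ratio from a 100 s FLIPR kinetic read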
Target sequence (P30559 whole entry, looked up): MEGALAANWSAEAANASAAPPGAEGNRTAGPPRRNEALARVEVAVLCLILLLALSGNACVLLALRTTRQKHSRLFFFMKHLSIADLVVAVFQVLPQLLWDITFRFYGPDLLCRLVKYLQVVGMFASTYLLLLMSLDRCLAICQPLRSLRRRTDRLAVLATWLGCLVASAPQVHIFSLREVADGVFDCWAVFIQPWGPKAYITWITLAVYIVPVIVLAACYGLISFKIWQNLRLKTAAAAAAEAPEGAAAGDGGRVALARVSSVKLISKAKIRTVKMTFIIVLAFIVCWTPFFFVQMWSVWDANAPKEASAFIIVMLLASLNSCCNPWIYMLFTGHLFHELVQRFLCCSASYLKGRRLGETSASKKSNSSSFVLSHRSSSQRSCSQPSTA
V1aR counter: agonists of human V1a receptor, primary screen, counter-screen for OXTR agonist project, fluorescence, CHO-V1R cells; 0.25% of 320,000 active; Vasopressin V1a receptor (Homo sapiens), P37288; AID 2797, 2010; activation, % at 3 µM; Fluo-8 calcium fluorescence, agonist mode; 0% DMSO, 100% 3 nM vasopressin;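 active means activation above the mean activation of all tested compounds plus 3 SD, per screening run, cut at about 20% in these data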;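 further: signal is peak over basal fluorescence ratio across a 100 second FLIPR read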
CHRM1 agonist: human M1 muscarinic receptor agonists, primary screen, Fluo-8 calcium fluorescence, CHO-K1 cells, HTS | Muscarinic acetylcholine receptor M1 (Homo sapiens), P11229 | 0.33% of 360,000 active | activation, % at 3 µM | CHO-K1 hM1, agonist mode; 0% DMSO, 100% acetylcholine EC100;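 active means activation above the run's mean compound activation plus 3 SD, cut at about 16% in these data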;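 further: peak over basal fluorescence ratio within a 140 s kinetic read after compound addition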
M1 antag: human M1 muscarinic receptor antagonists, primary screen, CHO-K1 cells, Fluo-8 calcium fluorescence, 1536-well; Muscarinic acetylcholine receptor M1 (Homo sapiens), P11229; CHO-K1 hM1, ACh EC80 antagonist; inhibition, % at 3 µM; 1.3% of 360,000 active; AID 588852, 2011;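 active means percent inhibition above its own plate's cutoff, namely the mean of that plate's compound wells plus 3 SD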;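 further: peak over basal fluorescence ratio during 140 s after agonist addition; 0% = ACh EC80 plus DMSO and 100% = DMSO alone without agonist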
OXTR potentiate: human OXTR potentiators, primary screen, fluorescence, CHO-OTR cells, Fluo-8 calcium. AID 2445, 2010. Fluo-8 calcium fluorescence, potentiator mode; 0% = oxytocin EC15, 100% = EC100. activation, % at 3 µM. 0.061% of 320,000 active;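 active means activation above that plate's cutoff, the mean activation of tested compounds plus 3 SD, cut at about 6.6% in these data, passing the limit was not always enough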;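 further: 100% uses oxytocin at 75 nM as the full agonist control; some results filed as inactive read as strong as hits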
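System: human OTR in CHO cells / Also added: sub-maximal oxytocin, roughly EC15 / Control set: EC15 oxytocin low, 75 nM oxytocin high / Schedule: 6 min compound pre-incubation at room temperature, 100 s kinetic read / Compound: single-point 3.0 µM / Replication: singlicate / Technique: Fluo-8 calcium dye fluorescence / Read-out basis: % activation of max/min ratio relative to oxytocin controls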
TAAR1 ag: human TAAR1 agonists, primary screen, Fluo-8 calcium fluorescence, CHO RD-HGA16 cells. vehicle wells 0%, saturating PEA agonist 100%. activation, % at 3 µM. 0.99% of 360,000 active. AID 624467, 2012;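 active means activation above the mean activation of all test compounds in the run plus 3 SD, cut at about 38% in these data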
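Assay system – CHO-derived RD-HGA16 cells with stable Gα16 and human TAAR1 · Compound dosing – one-point dosing at 3 µM (nominal) · Incubation – 17-24 h seeding, 75 min 37 °C dye, 30 min RT · Measured by – kinetic Fluo-8 calcium fluorescence · Control set – DMSO vehicle as 0%, PEA at EC100 as 100% · Repeats – single well for each compound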
CHO parental Ca: ATP-evoked calcium signal inhibitors, parental CHO, primary screen, counter-screen for OX1R antagonist project, cell-based, fluorescence, Fluo-8 calcium dye; parental CHO-K1, ATP-induced calcium, Fluo-8 fluorescence; inhibition, % at 5.6 µM; 0.63% of 330,000 active;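 active means inhibition above that plate's mean sample inhibition plus 3 SD, cut at about 26% in these data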;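 further: 0% = ATP-challenged DMSO wells and 100% = DMSO wells without ATP; some compounds past the cut are filed as inactive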
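Test system: untransfected parental CHO cell line; also added: ATP stimulus; dosing: 5.6 µM, single dose; signal: calcium-sensitive Fluo-8 fluorescence; measure: percent inhibition of ATP-evoked calcium rise, normalized to controls; benchmarks: low control ATP plus DMSO, high control DMSO only; replication: one well per compound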
Active calls of the source: *; nt = not tested or not shown.

SMILES | TAAR1 antag | CHRM1 PAM | OXTR agonist | V1aR counter | CHRM1 agonist | M1 antag | OXTR potentiate | TAAR1 ag | CHO parental Ca
CC(=O)N(C)c1ccc(NC(=S)Nc2cccc3ccccc23)cc1 | 11 | 5 | 1.0 | 0.6 | -12 | -8 | 0 | -1 | -4
CN1C(=O)NC(c2ccccc2[N+](=O)[O-])C2=C1CC(C)(C)CC2=O (stereo not given) | -1 | 9 | 1.8 | 2.0 | -3 | -9 | -6 | -1 | -7
NC(=O)CCCn1c(C(=O)c2cc(Cl)c(N)c(Cl)c2)c2ccc([N+](=O)[O-])cc2[n+]1[O-] | -5 | 7 | 2.7 | 1.1 | -7 | 2 | -11 | 13 | -9
COc1ccc(NC(=O)c2cc(S(=O)(=O)N3CCCC3)ccc2C)cn1 | 5 | 2 | 1.7 | 0.3 | -4 | 2 | -4 | 2 | -10
CCCC(=O)Nc1cccc(-c2cn3ccsc3n2)c1 | -17 | 1 | 6.8 | 3.0 | -3 | 2 | -5 | 7 | -21
Cc1cc(C)nc(N/N=C/c2ccc3c(c2)OCCO3)n1 | -2 | -2 | 0.9 | 0.4 | -7 | 4 | -5 | 4 | -4
CC1=C(C(=O)OCC2CCCO2)C(c2ccc(F)cc2)NC(=O)N1 (stereo not given) | 6 | 10 | 1.4 | -0.1 | -10 | -2 | -5 | 8 | -9
O=c1c2ccccc2nc2c3ccccc3c(NCCN3CCOCC3)nn12 | 0 | nt | 0.1 | 1.5 | nt | nt | -6 | 4 | -17
Cc1ccc(C(=O)NCCNS(C)(=O)=O)cc1 | -5 | 3 | 0.0 | 0.9 | -5 | 0 | -2 | 1 | 4
CC(NC(=O)c1ccc(NC2=NC3CS(=O)(=O)CC3S2)cc1)c1ccccc1 (stereo not given) | -15 | 0 | -1.2 | 0.4 | -1 | -6 | -4 | 1 | 6
COc1ccc(N2CCN(CCCNC(=O)Cn3c(=O)c4cccn4c4cccnc43)CC2)cc1 | 1 | 3 | -0.1 | -0.8 | -6 | -1 | -1 | -1 | -18
O=C(Cc1ccccc1)NC1CCN(C(=O)c2ccc([N+](=O)[O-])cc2)CC1 | -1 | 4 | nt | nt | -2 | -14 | nt | 2 | nt
Cc1ccc(C)c(NC(=O)CCN2C(=O)C3CC=CCC3C2=O)c1 (stereo not given) | 3 | 2 | 0.6 | 1.0 | -3 | -3 | 15* | 16 | -13
O=C(Nc1ccc(-c2cn3ccsc3n2)cc1)C1COc2ccccc2O1 (stereo not given) | 60* | -8 | 7.7 | 9.1 | 4 | -12 | -20 | 24 | 8
COc1ccccc1NS(=O)(=O)c1ccc(-c2cc(C)no2)s1 | -10 | 10 | 3.7 | 4.3 | 0 | -3 | -15 | 5 | 0

Reprinted at random: 2 records from the list.
SMILES | TAAR1 antag | CHRM1 PAM | OXTR agonist | V1aR counter | CHRM1 agonist | M1 antag | OXTR potentiate | TAAR1 ag | CHO parental Ca
COc1ccc(N2CCN(CCCNC(=O)Cn3c(=O)c4cccn4c4cccnc43)CC2)cc1 | 1 | 3 | -0.1 | -0.8 | -6 | -1 | -1 | -1 | -18
NC(=O)CCCn1c(C(=O)c2cc(Cl)c(N)c(Cl)c2)c2ccc([N+](=O)[O-])cc2[n+]1[O-] | -5 | 7 | 2.7 | 1.1 | -7 | 2 | -11 | 13 | -9

Continuation.
SMILES | TAAR1 antag | CHRM1 PAM | OXTR agonist | V1aR counter | CHRM1 agonist | M1 antag | OXTR potentiate | TAAR1 ag | CHO parental Ca
Cc1csc(=O)n1CC(=O)OCc1nnc(-c2ccc([N+](=O)[O-])cc2)o1 | 0 | 15 | 1.5 | 1.1 | -2 | -18 | -3 | 7 | -2
CN1C(=O)c2ccc(N(C)C)cc2C1=O | -1 | 4 | 1.2 | 1.3 | -4 | 6 | -1 | 6 | -4
C=CCSc1nnc(-c2c[nH]c3ccccc23)n1CC | -20 | 2 | nt | nt | -1 | -6 | nt | 1 | nt
Cc1cc(Cn2nc(C(=O)NCc3cccc(C(F)(F)F)c3)cc2-c2ccccc2)on1 | 20 | 2 | 0.4 | 2.5 | -5 | -13 | 3 | -1 | 0
CC(=O)N1CCC(C(=O)Nc2nc(-c3ccccc3)ns2)CC1 | -5 | 1 | 5.1 | 1.2 | -4 | -6 | -2 | 12 | -6
CCc1ccc(NC(=S)N(CCCN2CCOCC2)Cc2ccco2)cc1 | -11 | 2 | 0.1 | 0.8 | -7 | -1 | 1 | 0 | -9
NC(c1csc(Nc2ncccn2)n1)c1ccccc1Cl (stereo not given) | 0 | -3 | nt | nt | -1 | -3 | nt | 2 | nt
CCOc1ccc(NC(=O)C2CCCN(C(=O)NCc3ccccc3)C2)cc1 (stereo not given) | -7 | 3 | -0.8 | 0.2 | -4 | -7 | -8 | 1 | -5
CCn1cc(Cl)c(C(=O)Nc2ccc3c(c2)OCCO3)n1 | -13 | 8 | -1.5 | -0.4 | -4 | -12 | -4 | 0 | -17
O=C(c1cc(-c2ccc(Cl)cc2Cl)on1)N1CCCCCC1 | -3 | 10 | -2.0 | -0.6 | -1 | -14 | -14 | -1 | -19
Fc1ccc(CNc2ncnc3c2cnn3-c2ccccc2)cc1 | 16 | -7 | -0.1 | 5.0 | -2 | -17 | -4 | 22 | -17
Cc1ccc(NC(=O)Cc2nnc(SCC(=O)Nc3ccc(N4CCOCC4)cc3)n2C)cc1 | 8 | 11 | 0.2 | 0.6 | 0 | -5 | -5 | 2 | -9
CCc1nc2c(OCC(=O)C(C)(C)C)cccn2c1N(C)C(=O)C1CC1 | -6 | 3 | nt | nt | -7 | -3 | nt | 0 | nt
CCOc1ccc(-n2cc(C(=O)Nc3cccc(OC)c3)c3cc(OC)c(OC)cc3c2=O)cc1 | 23 | -1 | -1.9 | 0.4 | -3 | 16 | -7 | 14 | -26
O=C(/C=C/c1ccccc1)NC(=S)Nc1ccccc1C(=O)NC1CCCCC1 | 15 | 4 | -0.2 | -0.7 | -3 | -28 | 3 | 2 | -21
COc1ccc(Br)cc1CN(C)C(=O)C1=CC=CN2CCS(=O)(=O)N=C12 | 13 | -4 | 0.7 | 0.4 | -8 | 9 | 3 | 2 | -13
Cc1oc(C(C)(C)C)cc1C(=O)NC(Cc1ccccc1)C(=O)O (stereo not given) | -16 | 6 | 2.0 | 1.1 | -3 | 1 | 1 | 3 | -4
O=S(=O)(c1ccccc1)c1cnn(-c2ccccc2)c1-c1ccc(Cl)cc1 | 20 | -7 | -1.4 | -0.2 | -5 | 8 | -7 | 2 | 16
C=CCn1c(-c2cccc(S(=O)(=O)N3CCOCC3)c2)n[nH]c1=S | -13 | 2 | nt | nt | -2 | 4 | nt | 0 | nt
COc1ccc2cc3cc(C(=O)NCC4COc5ccccc5O4)oc3nc2c1 (stereo not given) | 26 | 0 | -1.5 | -0.7 | -4 | 3 | -13 | 15 | 0
CCn1nc(C)cc1C(=O)NC1CC(C)(C)Cc2c1cnn2-c1cccc(F)c1 (stereo not given) | -31 | -6 | -1.7 | -0.7 | 0 | 16 | -10 | 7 | -19
CC(=O)NN1C(=O)/C(=C/c2ccc(C(C)C)cc2)SC1=S | -36 | 4 | -0.6 | 1.7 | -10 | -8 | -10 | 1 | -21
O=C(O)c1ccccc1CSc1nc2ccccc2n1Cc1ccccc1C(=O)O | -10 | -4 | -0.2 | 1.9 | -5 | 3 | -18 | 2 | 2
COC1CCN(C(=O)CC2C(=O)NCCN2CC(C)(C)C)CC1 (stereo not given) | 4 | -1 | 1.1 | 1.8 | -6 | 8 | 3 | 4 | -3
CCC(=O)N(CCC(c1ccco1)c1ccccc1OC)Cc1cccs1 (stereo not given) | 9 | 6 | -1.9 | -1.5 | -7 | -7 | 1 | 5 | -6
CCOC(=O)Cc1csc(NC(=O)C(CC(C)C)NC(=O)C2CCCCC2)n1 (stereo not given) | -23 | 4 | 0.4 | -0.6 | -4 | -6 | -1 | -2 | -28
COCC(C)n1c(SCC(=O)Nc2c(C)n(C)n(-c3ccccc3)c2=O)nc2ccccc2c1=O (stereo not given) | 4 | 6 | -0.2 | -0.9 | -5 | -7 | 0 | 5 | -9
CC1=C(C)/C(=N\OS(=O)(=O)c2ccc(C)cc2)C=CC1=O | 52* | -10 | 9.2 | 1.9 | 2 | 31* | -10 | 6 | 68*
COc1ccc(CCNC(=O)c2cc(S(=O)(=O)N3CCC4(CC3)OCCO4)ccc2F)cc1OC | 1 | 0 | 1.9 | 2.6 | -1 | 0 | -4 | 6 | -10
O=C(Oc1nsnc1N1CCCCC1)N1CCOCC1 | -2 | -3 | -0.9 | 0.8 | -4 | 4 | -11 | 17 | -9
Cc1cc(C(=O)OCC(=O)NC(C)C)c(C)o1 | -2 | 9 | 3.2 | 0.2 | -4 | -10 | -6 | 8 | 6
Cc1ccc2oc(C(=O)NCc3ccccc3)cc(=O)c2c1 | 4 | 2 | 3.1 | 3.0 | 0 | 0 | -2 | 5 | -4
O=C1c2cccc(-c3ccc(C(F)(F)F)cc3)c2C2CC=CCN12 (stereo not given) | -11 | 7 | nt | nt | 1 | -3 | nt | 0 | nt
COc1cc2oc(=O)cc(CN(Cc3ccccc3)Cc3ccccc3)c2cc1Cl | -28 | -11 | nt | nt | -1 | -8 | nt | 0 | nt
O=C(OCC(=O)N1CCc2ccccc21)c1c2c(nc3ccccc13)CCCC2 | 57* | -13 | -1.9 | -0.8 | -6 | 18 | -16 | 3 | -20
COc1cccc(-c2sc3ccccc3c2-c2ccc(OCCN3CCCC3)cc2)c1 | 23 | 6 | 8.8 | 2.3 | -4 | -1 | -2 | 10 | 20
O=C(O)COc1ccccc1/C=N/NC(=O)C(O)c1ccccc1 (stereo not given) | 1 | 11 | nt | nt | -3 | -15 | nt | 0 | nt
COc1ccc(SC[C@H](C)CN2CC[C@H](NC(=O)OCc3ccccc3)CCC2=O)cc1 | 10 | 14 | 1.7 | 4.8 | -1 | -4 | -8 | 13 | -3
COc1ccc(C(=O)N2CCCC(O)C2)cc1OC1CCN(C(C)C)CC1 (stereo not given) | -23 | -14 | nt | nt | -5 | 25 | nt | 2 | nt
